Screening data from PubChem.
AGP1-GFP MLPCN – yeast TOR pathway AGP1-GFP modulation; S. cerevisiae AGP1-GFP multiplex flow cytometry, 3 h; GFP as percent of DMSO wells; GFP response vs DMSO, % at 10 µM; 320,000 tested, 0.02% active;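 active = GFP response relative to DMSO above a set limit, near screen average plus 3 SD, cut at about 150% in these data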;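 note: median GFP channel fluorescence of the gated AGP1 strain per well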
LAP4 TOR yeast – modulators of TOR pathway LAP4-GFP in S. cerevisiae; S. cerevisiae LAP4-GFP multiplex, flow cytometry GFP, 3 h; median GFP as percent of DMSO wells; GFP response vs DMSO, % at 10 µM; 320,000 tested, 0.34% active;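 active = GFP response vs DMSO above a set limit, about the screen mean plus 3 SD, cut at about 150% in these data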
procasp7 counter – counter-screen for procaspase-3 activators: activators of human procaspase-7. P55210. recombinant procaspase-7, Ac-DEVD-pNA absorbance 405 nm; D23A/D198A/D206A triple mutant, cannot self-cleave; scale: DMSO 0, 5 µM enzyme 100. activation, % at 8.5 µM. 330,000 tested, 0.093% active. AID 463210;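 active = percent activation above the screen-wide mean plus 3 SD, cut at about 25% in these data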
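Assay system: Uncleavable procaspase-7 mutant enzyme; Input: 2 µM procaspase-7 mutant as dispensed; Also added: DEVD-pNA substrate; Medium: Zinc-free HEPES pH 7.4 with 300 mM NaCl, 0.01% Triton X-100; Timing: 1 h compound preincubation, 2 h substrate cleavage, 25 °C; Measured by: Epi-absorbance of released pNA at 405 nm, two timepoints.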
AHR act – activates the human aryl hydrocarbon receptor; activation, % at 5 µM; AID 2796; P35869; 320,000 tested, 2.5% active; AHR-responsive luciferase reporter cells, luminescence; in the data active = activation above about 47%;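 note: 0% = vehicle wells and 100% = reference agonist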
Target sequence (P35869 whole entry, looked up): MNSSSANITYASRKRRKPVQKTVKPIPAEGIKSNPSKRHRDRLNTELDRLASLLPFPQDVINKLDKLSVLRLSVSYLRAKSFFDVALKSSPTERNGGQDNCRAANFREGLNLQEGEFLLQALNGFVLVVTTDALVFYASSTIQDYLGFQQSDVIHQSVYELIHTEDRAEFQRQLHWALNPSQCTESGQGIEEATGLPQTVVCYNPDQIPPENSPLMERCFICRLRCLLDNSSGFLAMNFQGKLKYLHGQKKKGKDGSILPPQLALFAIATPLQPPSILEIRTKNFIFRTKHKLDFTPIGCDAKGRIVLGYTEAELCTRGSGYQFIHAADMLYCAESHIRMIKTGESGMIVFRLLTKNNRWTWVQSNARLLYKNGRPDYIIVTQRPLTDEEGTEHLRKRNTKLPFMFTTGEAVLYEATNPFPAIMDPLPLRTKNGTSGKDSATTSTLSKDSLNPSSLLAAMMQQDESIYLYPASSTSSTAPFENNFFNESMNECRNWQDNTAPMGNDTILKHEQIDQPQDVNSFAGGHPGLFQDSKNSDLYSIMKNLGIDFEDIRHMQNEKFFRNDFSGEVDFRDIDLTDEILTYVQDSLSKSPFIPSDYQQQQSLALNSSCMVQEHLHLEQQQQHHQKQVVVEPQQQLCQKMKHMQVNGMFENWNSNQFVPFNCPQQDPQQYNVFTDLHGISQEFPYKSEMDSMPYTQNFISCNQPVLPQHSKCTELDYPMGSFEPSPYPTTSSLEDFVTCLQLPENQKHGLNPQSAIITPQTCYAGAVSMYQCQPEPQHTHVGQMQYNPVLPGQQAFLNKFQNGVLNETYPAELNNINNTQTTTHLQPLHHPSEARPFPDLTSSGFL
proCasp3 act – activates human procaspase-3 | 330,000 tested, 0.11% active | recombinant procaspase-3 D3A, Ac-DEVD-pNA absorbance 405 nm | P42574 | activation, % at 8.5 µM;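 active = activation above the mean of all tested compounds plus 3 SD, cut at about 21% in these data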;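 note: 0% = DMSO alone and 100% = DMSO wells spiked with extra 5 µM PC-3 D3A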
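Assay system: Procaspase-3 D3A mutant, all three cleavage aspartates alanine. Buffer or medium: Zinc-free HEPES saline buffer with Triton X-100. Times: 1 h compound preincubation, 2 h substrate hydrolysis at 25 °C. Measured by: 405 nm absorbance of p-nitroaniline, reads at 0 and 120 min. Read-out basis: percent activation relative to control range. Replicates: singlicate.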
MEP2-GFP yeast – alters MEP2-GFP fluorescence in TOR pathway yeast screen | S. cerevisiae MEP2-GFP strain, flow cytometry GFP, 3 h; 100% = DMSO control level | GFP response vs DMSO, % at 10 µM | 330,000 tested, 0.51% active | AID 2016;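 active = GFP response versus DMSO above a set limit, roughly screen mean plus 3 SD, cut at about 180% in these data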;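 note: median GFP fluorescence of the barcode-gated MEP2-GFP cells per well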
RPL19A-GFP yeast – yeast TOR pathway RPL19A-GFP modulation; S. cerevisiae RPL19A-GFP strain, flow cytometry, 3 h; active compounds read low; percent response vs DMSO, % at 10 µM; 330,000 tested, 0.3% active; AID 2025;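 active = percent response vs DMSO below 50%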;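 note: median channel GFP fluorescence of the barcoded RPL19A-GFP strain; ratio of sample median GFP to plate DMSO average so 100% = DMSO; lower means less RPL19A-GFP as with rapamycin TOR inhibition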
CIT2-GFP yeast – yeast TOR pathway CIT2-GFP modulation. S. cerevisiae CIT2-GFP strain, flow cytometry, 3 h; 100 means same as DMSO wells. GFP response vs DMSO, % at 10 µM. 320,000 tested, 0.065% active. AID 2029;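 active = GFP response relative to DMSO above a set limit, near the screen mean plus 3 SD, cut at about 150% in these data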;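 note: ratio of well median GFP fluorescence to mean of DMSO wells on the plate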
Active calls of the source: *; . = not tested or not shown; [ ] = remark or other dose.

Value order: AGP1-GFP MLPCN	LAP4 TOR yeast	procasp7 counter	AHR act	proCasp3 act	MEP2-GFP yeast	RPL19A-GFP yeast	CIT2-GFP yeast
> Cn1cc(S(=O)(=O)N2CCCC2)cc1C(=O)NCCc1ccccc1
    100	101	12	0	-2	102	103	103
> Cc1ccc(C(C)(C)NC(=O)C2CCC(=O)N(C3CCCCCC3)C2)cc1 (stereo not drawn)
    101	86	-3	7	2	106	108	112
> COc1ccc(NC(=O)CCNS(=O)(=O)c2ccc3c(c2)CC(C)N3C(=O)C2CC2)cc1 (stereo not drawn)
    74	82	3	3	-2	90	84	98
> O=C(Nc1ccc(N2CCOCC2)nc1N1CCOCC1)c1cccc(C(F)(F)F)c1
    103	104	2	-2	4	100	99	97
> CCc1nnc(NC(=O)Cc2cc(OC)c(OC)c(OC)c2)s1
    104	103	6	2	0	98	102	97
> CCCCCN(C(=O)CCC(=O)OCc1ccccc1F)c1c(N)n(CCCC)c(=O)[nH]c1=O
    103	98	0	2	-3	96	99	94
> CN1C(=O)Cc2cc(S(=O)(=O)N3CCN(c4ccccc4F)CC3)ccc21
    102	97	-7	-2	1	95	102	95
> COc1cc(C2c3c(oc4ccccc4c3=O)C(=O)N2c2ccc(C)cn2)ccc1O (stereo not drawn)
    104	106	-13	7	-2	111	97	112
> O=C(NCCc1ccncc1)Nc1ccc(Cl)cc1
    96	92	0	4	1	93	95	94
> CCOC(=O)C(NC(=O)Nc1ncccn1)(Oc1ccccc1)C(F)(F)F (stereo not drawn)
    104	101	6	5	-3	108	100	105
> Nc1cc(OC(=O)c2ccccc2Br)nn1S(=O)(=O)c1ccccc1
    93	.	-27	0	-20	93	97	97
> CN(C)CCN1C(=O)C2C3C=CC(C3)C2C1=O (stereo not drawn)
    107	109	-1	0	1	101	104	98
> CSc1nc(N)nc(N(C)C)n1
    105	108	4	1	1	101	96	98
> Cc1ccc(C(=O)C[n+]2cccc3ccccc32)cc1
    97	106	-3	22	-1	101	99	94
> O=C(NC(=S)N(Cc1ccccc1)c1ccccn1)C1CCCCC1
    105	93	-8	0	6	99	104	100
> COC(=O)C(C(=O)OC)C(C(=O)OC)C(C(=O)OC)C(=O)OC
    96	96	11	-1	-9	95	95	92
> COc1cc(/C=N/NC(=O)c2ccc([N+](=O)[O-])cc2Cl)cc(Br)c1O
    92	95	6	6	3	106	100	91
> CN(CCS(=O)(=O)c1ccc(Cl)cc1)Cc1cccnc1
    108	104	3	0	6	95	97	96
> Cc1ccc(C)c(S(=O)(=O)n2cnc3ccccc32)c1
    96	98	4	-1	3	103	97	98
> COc1ccc(CN(C(=O)/C=C/c2ccco2)C2CCS(=O)(=O)C2)cc1 (stereo not drawn)
    106	106	-3	1	0	102	100	92
> Fc1ccccc1OCCSc1nc2ccccc2o1
    93	109	15	-9	-7	103	100	93
> Cc1cc(NCCCn2ccnc2)n2nc(C)c(-c3ccc(Cl)cc3)c2n1
    105	99	-12	48*	-1	106	.	115
> O=C(NCC1CCCO1)Nc1cc(Cl)cc(Cl)c1 (stereo not drawn)
    95	96	-4	12	-3	100	101	99
> COc1ccc(OCc2cc(C(=O)N(C)Cc3nccn3C)no2)c2ccccc12
    90	78	2	32	5	99	106	99
> COc1cccc(-c2c3c([nH]c(=O)c2C#N)CCc2cc(OC)ccc2-3)c1
    114	111	-1	0	-2	98	101	108
> Cc1ccc2c(c1)C1CN(C)CCC1N2C(=S)Nc1ccc(OC(F)F)cc1 (stereo not drawn)
    98	95	-25	1	-6	92	96	101
> CCC1CCCCN1C(=O)COC(=O)COc1ccc(Br)cc1 (stereo not drawn)
    107	105	2	-1	6	108	108	109
> COC(=O)c1c(S(N)(=O)=O)c2ccccc2n1C
    89	98	-3	1	7	92	94	.
> COc1ccc(NC(=O)NCc2ccccn2)cc1OC
    110	104	-7	0	-3	110	110	112
> CCOC(=O)C1CCCN(Cc2nc(C3CC3)no2)C1 (stereo not drawn)
    101	91	2	2	4	93	94	79

Reprinted at random: 2 compounds from above.
Value order: AGP1-GFP MLPCN	LAP4 TOR yeast	procasp7 counter	AHR act	proCasp3 act	MEP2-GFP yeast	RPL19A-GFP yeast	CIT2-GFP yeast
> CCOC(=O)C(NC(=O)Nc1ncccn1)(Oc1ccccc1)C(F)(F)F (stereo not drawn)
    104	101	6	5	-3	108	100	105
> COc1cccc(-c2c3c([nH]c(=O)c2C#N)CCc2cc(OC)ccc2-3)c1
    114	111	-1	0	-2	98	101	108

Remaining list, next part:
Value order: AGP1-GFP MLPCN	LAP4 TOR yeast	procasp7 counter	AHR act	proCasp3 act	MEP2-GFP yeast	RPL19A-GFP yeast	CIT2-GFP yeast
> COc1ccc2c(c1)c(C(=O)OCCN(C)C)c(C)n2C
    107	99	-1	4	0	96	101	99
> O=c1c(Cl)c(NCc2ccc(F)cc2Cl)cnn1C12CC3CC(CC(C3)C1)C2
    103	102	16	0	-5	103	101	89
> CC(C)N1CCC(N2CCN(Cc3cc(F)ccc3-n3cccn3)CC2CCO)CC1 (stereo not drawn)
    92	103	-5	4	6	92	95	86
> CC(C)(CN1CCN(Cc2ccccc2)CC1)NS(=O)(=O)c1ccc(Cl)cc1
    113	111	-4	2	4	104	104	113
> Cn1c(=O)c2c(-c3ccccc3)n(CCCN3CCOCC3)cc2n(C)c1=O
    92	97	-3	2	-10	98	96	96
> CCOC(=O)C1C(=O)OC2(CCCCC2)C1C(=O)OCC (stereo not drawn)
    105	92	5	2	6	109	100	107
> CCOC(=O)C1=C(C)Nc2nc(SCC)[nH]c(=O)c2C1c1ccncc1 (stereo not drawn)
    96	97	11	30	-11	98	98	104
> O=C(N/C(=C/c1cccs1)C(=O)N1CCCC1)c1ccccc1
    97	86	0	0	3	102	95	102
> CC1CN(C(=O)CSc2nnc(NC(=O)NC(C)(C)C)s2)CC(C)O1 (stereo not drawn)
    94	88	10	-1	3	95	92	93
> CC(C)CN(CCNC(=O)CN1C(=O)COc2ccc(S(=O)(=O)N3CCOCC3)cc21)CC(C)C
    100	96	-3	3	-1	100	97	99
> COc1cc2nc(CN(C)Cc3ccc(SC)cc3)[nH]c(=O)c2cc1OC
    91	101	-3	0	5	106	98	104
> Cc1cc(NC(=O)CN2C(=O)NC(Cc3ccccc3)C2=O)no1 (stereo not drawn)
    98	97	-6	0	-10	100	94	98
> COc1ccccc1CN1CC(C(=O)N(C)CCOc2ccccc2)CCC1=O (stereo not drawn)
    92	99	3	3	6	97	97	91
> O=C1NC(=S)N/C1=C/c1cccnc1
    104	94	-4	4	3	102	107	99
> O=C(CCCSc1ccc(Cl)cc1)Nc1ccccc1O
    83	108	-1	4	-3	78	92	77
> CN(C)CCNC(=O)c1cc2c(s1)-c1ccc(Cl)cc1SC2
    102	100	.	.	.	110	103	94
> CCCn1c(C(C)NC(C)=O)nc2ccccc21 (stereo not drawn)
    99	99	11	4	-1	94	101	99
> O=C(CCC1CCCN(Cc2ccc(O)c(Cl)c2)C1)NCc1ccccc1F (stereo not drawn)
    102	101	4	0	2	103	101	107
> Cc1ccc(O)c(C(=O)c2cnc(/N=C(\N)N(C)C)nc2)c1
    106	99	3	4	11	96	104	107
> Cc1nnc(SCC(=O)Nc2ccc(Br)cc2)n(N)c1=O
    95	97	4	17	6	102	97	95
> COC(=O)CSC1=C(C#N)C(c2ccc3c(c2)OCO3)C2=C(CCCC2=O)N1 (stereo not drawn)
    105	98	-12	1	-11	100	97	108
> O=C(COC(=O)C1CCN(S(=O)(=O)c2ccc3c(c2)OCCO3)CC1)Nc1ccc(C(F)(F)F)cc1
    99	103	9	8	6	100	103	96
> COC(=O)C1CCN(C(=O)Cc2ccccc2OC)CC1
    99	100	-6	-1	-12	93	98	88
> O=C(Nc1ccc2c(c1)OCO2)c1ccc(CN2CCOCC2)cc1
    100	102	-4	8	2	103	101	97
> Cc1ccc(OC(=O)CCS(=O)(=O)c2ccc(C)cc2)cc1
    101[may fluoresce green]	101[may fluoresce green]	4	1	-6	104[may fluoresce green]	101[may fluoresce green]	104[may fluoresce green]
> CCNc1cc(N2CCN(S(=O)(=O)c3ccc4c(c3)CCCC4)CC2)ccc1[N+](=O)[O-]
    103	98	1	-2	4	102	97	108
> Cc1ccc(Cn2nnc3c(=O)[nH]c(C4CCCN(S(=O)(=O)c5ccccc5)C4)nc32)cc1 (stereo not drawn)
    98	104	-1	2	-8	107	103	96
> COCCNC(=O)/C(C#N)=C/c1cccc(/C=C(\C#N)C(=O)NCCOC)c1
    82	102	-7	3	-6	95	96	97
> C=C1CCN([C@@H](Cc2ccccc2)C(=O)Nc2ccc(OC)cc2)S(=O)(=O)c2ccccc21
    89	105	-1	3	4	91	99	87
> CC(=O)C1=C(C)NC(SCC(=O)c2cc(Cl)ccc2Cl)=C(C#N)C1c1ccco1 (stereo not drawn)
    96	97	-22	83*	-17	97	95	98
> O=C(COC(=O)c1cccnc1Cl)Nc1ncc(Cl)cc1Cl
    103	108	-7	4	-8	97	100	89
> CC(C)(C)NC(=O)COc1coc(CN2CCN(Cc3ccccc3)CC2)cc1=O
    108	105	11	0	-7	106	102	107

Part of the list above, tab-delimited:
SMILES	AGP1-GFP MLPCN	LAP4 TOR yeast	procasp7 counter	AHR act	proCasp3 act	MEP2-GFP yeast	RPL19A-GFP yeast	CIT2-GFP yeast
CCOC(=O)C1C(=O)OC2(CCCCC2)C1C(=O)OCC (stereo not drawn)	105	92	5	2	6	109	100	107
CCOC(=O)C1=C(C)Nc2nc(SCC)[nH]c(=O)c2C1c1ccncc1 (stereo not drawn)	96	97	11	30	-11	98	98	104
O=C(N/C(=C/c1cccs1)C(=O)N1CCCC1)c1ccccc1	97	86	0	0	3	102	95	102
CC1CN(C(=O)CSc2nnc(NC(=O)NC(C)(C)C)s2)CC(C)O1 (stereo not drawn)	94	88	10	-1	3	95	92	93
CC(C)CN(CCNC(=O)CN1C(=O)COc2ccc(S(=O)(=O)N3CCOCC3)cc21)CC(C)C	100	96	-3	3	-1	100	97	99
COc1cc2nc(CN(C)Cc3ccc(SC)cc3)[nH]c(=O)c2cc1OC	91	101	-3	0	5	106	98	104
Cc1cc(NC(=O)CN2C(=O)NC(Cc3ccccc3)C2=O)no1 (stereo not drawn)	98	97	-6	0	-10	100	94	98
COc1ccccc1CN1CC(C(=O)N(C)CCOc2ccccc2)CCC1=O (stereo not drawn)	92	99	3	3	6	97	97	91
O=C1NC(=S)N/C1=C/c1cccnc1	104	94	-4	4	3	102	107	99
O=C(CCCSc1ccc(Cl)cc1)Nc1ccccc1O	83	108	-1	4	-3	78	92	77
CN(C)CCNC(=O)c1cc2c(s1)-c1ccc(Cl)cc1SC2	102	100	.	.	.	110	103	94
CCCn1c(C(C)NC(C)=O)nc2ccccc21 (stereo not drawn)	99	99	11	4	-1	94	101	99
